Source: PubChem (National Center for Advancing Translational Sciences (NCATS))
USP1-UAF1 inh: Inhibitors of USP1/UAF1: Primary Screen; Ubiquitin carboxyl-terminal hydrolase 1 (Homo sapiens), O94782; Potency, µM (top dose mostly 57.1 µM), for inactives: top-dose activity change, negative = inhibition, hits mostly inhibitors; 0.23% of 390,000 active; recombinant USP1/UAF1, Ub-Rhodamine cleavage fluorescence; further: on the % scale 0 is the no-effect control and ±100 the full control effect; nearly all actives have a fitted effect of over 60% in size; inactives centre near -12
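USP1/UAF1 complex (1 nM) preincubated 15 min at room temperature with compound, then Ub-Rho substrate (150 nM final) added. Kinetic fluorescence at 480/540 nm over 6 reads at 60 s intervals; 50 mM HEPES pH 7.8, 0.5 mM EDTA, 0.1 mg/ml BSA, 1 mM TCEP, 0.01% Tween-20.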
TrxR1 inh: qHTS Assay for Inhibitors of Mammalian Selenoprotein Thioredoxin Reductase 1 (TrxR1): qHTS. Thioredoxin reductase 1, cytoplasmic (Rattus norvegicus), O89049. recombinant rTrxR1, NADPH fluorescence consumption, selenite substrate. Potency, µM (doses to about 114 µM), for inactives: at the top dose activity change, negative = inhibition, most hits filed as inhibitors. 1% of 390,000 active. AID 588453, 2011; further: on the % scale 0 is the no-effect control and ±100 the full control effect; nearly all actives have a fitted effect of over 65% in size
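Rat TrxR1 (90 nM in the dispensed reagent) was pre-reduced with 400 uM NADPH for 5 min at room temperature, then incubated with compound for 15 min. After 400 uM selenite was added, NADPH fluorescence (Ex 340/Em 450 nm) was followed for 8 min.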
RXFP1 ag: qHTS Assay for Agonists of the Relaxin Receptor RXFP1; AID 2676, 2010; 0.3% of 370,000 active; HEK293T-RXFP1 cAMP TR-FRET, 30 min; response scale: percent of porcine relaxin response, buffer zero; Potency, µM (titrated, usually from 57.5 µM), without a hit: at the top dose activation, most hits filed as activators; Relaxin receptor 1 (Homo sapiens), Q9HBX9; further: on the % scale 0 is the no-effect control and ±100 the full control effect; nearly all actives have a fitted effect of over 60% in size; many of its hits are not listed in these tables
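cAMP rise read by TR-FRET after 30 min, 37C compound exposure (up to 58 uM) in RXFP1-transfected HEK293 cells with Ro 20174 present. EC50 from Hill-equation fits, with 29 nM porcine relaxin as 100% and buffer as basal.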
ALOX12 inh: Primary qHTS assay for inhibitors of human arachidonate 12S-lipoxygenase (ALOX12): Round 2. AID 1671190, 2021. Potency, µM (series often up to 108 µM), without a hit: top-dose activity change, negative = inhibition, usual class: inhibitors. purified 12hLO, xylenol orange hydroperoxide absorbance. 1.1% of 580,000 active. Polyunsaturated fatty acid lipoxygenase ALOX12 (Homo sapiens), P18054; further: on the % scale 0 is the no-effect control and ±100 the full control effect
Target sequence (P18054 whole entry, looked up): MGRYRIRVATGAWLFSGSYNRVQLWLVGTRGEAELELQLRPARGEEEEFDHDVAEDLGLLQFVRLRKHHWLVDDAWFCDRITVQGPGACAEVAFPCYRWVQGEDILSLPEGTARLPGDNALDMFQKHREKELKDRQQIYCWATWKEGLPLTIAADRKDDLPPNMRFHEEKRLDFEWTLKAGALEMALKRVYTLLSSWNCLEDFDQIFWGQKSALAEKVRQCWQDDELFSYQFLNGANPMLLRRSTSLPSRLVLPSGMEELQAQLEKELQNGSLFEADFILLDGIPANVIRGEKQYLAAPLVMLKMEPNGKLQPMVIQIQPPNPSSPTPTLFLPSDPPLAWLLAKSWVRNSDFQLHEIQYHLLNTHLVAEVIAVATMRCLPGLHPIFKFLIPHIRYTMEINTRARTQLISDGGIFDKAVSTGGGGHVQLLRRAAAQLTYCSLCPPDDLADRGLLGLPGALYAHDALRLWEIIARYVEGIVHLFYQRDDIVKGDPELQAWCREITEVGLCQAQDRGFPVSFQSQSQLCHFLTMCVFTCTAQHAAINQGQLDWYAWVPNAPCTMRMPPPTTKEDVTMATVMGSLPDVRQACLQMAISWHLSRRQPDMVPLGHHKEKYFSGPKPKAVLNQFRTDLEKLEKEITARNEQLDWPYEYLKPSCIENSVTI
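Hydroperoxide product was detected by ferrous iron/xylenol orange as the 573 to 405 nm absorbance ratio. Arachidonic acid at 40 uM (final) was turned over for 30 min at room temperature by 150 nM human 12hLO, pH 7.0 Hepes buffer, after 15 min compound preincubation.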
RGS4 inh: Inhibitors of Regulator of G Protein Signaling (RGS) 4: qHTS; Transcreener GDP fluorescence polarization, RGS4-accelerated GTP hydrolysis; 0.039% of 390,000 active; Regulator of G-protein signaling 4 (Homo sapiens), P49798; Potency, µM (series often up to 114 µM), inactives show top-dose activity change, negative = inhibition, actives largely listed as inhibitors; further: on the % scale 0 is the no-effect control and ±100 the full control effect; nearly all actives have a fitted effect of over 75% in size; some results filed as inactive show a strong effect at the top dose
Target sequence (P49798 whole entry, looked up): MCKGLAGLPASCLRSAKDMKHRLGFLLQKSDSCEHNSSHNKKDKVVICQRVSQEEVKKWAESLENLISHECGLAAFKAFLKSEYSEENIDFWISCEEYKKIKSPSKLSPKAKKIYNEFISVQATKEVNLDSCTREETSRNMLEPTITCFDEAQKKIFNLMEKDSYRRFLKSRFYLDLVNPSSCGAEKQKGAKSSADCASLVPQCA
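MLSMR compounds (23 nl, pin-transferred) preincubated 10 min at room temperature with a 500nM (2x) first reagent, then RGS4 at 900nM (2x) plus Transcreener GDP mix added; fluorescence polarization (620/688 nm) read before and after 90 min at 30 °C.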
Vif-A3F inh: qHTS for Inhibitors of Vif-A3F Interactions: qHTS. HeLa A3F-eYFP + Vif (tagged APOBEC3F with the HIV-1 protein that degrades it), YFP fluorescence increase. Potency, µM (titrated, usually from 46.1 µM), without a hit: top-dose activity, negative = active. 0.2% of 390,000 active. AID 602313, 2012; further: % of control where 0% means no effect; nearly all actives have a fitted effect of over 65% in size
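Fluorescence increase (Ex 488/Em 500-530) after overnight compound treatment at 37 deg C flags inhibition of Vif-driven A3F-eYFP loss in stable HeLa A3F-eYFP/Vif cells seeded overnight beforehand.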
Vif-APOBEC3G blk: qHTS for Inhibitors of Vif-A3G Interactions: qHTS | HeLa A3G-eYFP + Vif (tagged APOBEC3G with the HIV-1 protein that degrades it), YFP fluorescence, overnight | AID 602310, 2012 | 0.076% of 410,000 active | DNA dC->dU-editing enzyme APOBEC-3G (Homo sapiens), Q9HC16 | Potency, µM (series often up to 46.1 µM), without a hit: at the top dose activity, negative = active, usual class: inhibitors;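 further: on the % scale 0 is the no-effect control and ±100 the full control effect; nearly all actives have a fitted effect of over 60% in size; hits raise eYFP signal because A3G escapes Vif-driven loss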
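HeLa cells stably expressing Vif and C-terminally eYFP-tagged A3G, seeded overnight at 37 deg C, then exposed to compound by pintool overnight at 37 deg C. Rise in yellow fluorescence (Ex 488/Em 500-530, Acumen) marks blocked Vif-driven A3G degradation.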
TrxR1 substrate: qHTS Assay for Substrates of Mammalian Selenoprotein Thioredoxin Reductase 1 (TrxR1): qHTS; Thioredoxin reductase 1, cytoplasmic (Rattus norvegicus), O89049; 0.01% of 390,000 active; Potency, µM (highest dose often 114 µM), without a hit: at the highest dose activity change, negative = substrate turnover; purified TrxR1 substrate turnover, NADPH consumption readout; further: on the % scale 0 is the no-effect control and ±100 the full control effect; nearly all actives have a fitted effect of over 50% in size
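Rat TrxR1, dispensed at 90 nM, was prereduced with 400 uM NADPH (final) for 5 min at ~22 deg C, then incubated with compound 15 min before 400 uM selenite. A first-read NADPH fluorescence drop versus no-compound background flagged substrates.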
mIDH1 inhibitor: qHTS for Inhibitors of mutant isocitrate dehydrogenase 1 (IDH1): qHTS; Isocitrate dehydrogenase [NADP] cytoplasmic (Homo sapiens), O75874; Potency, µM (titrated, usually from 76.6 µM), for the others: top-dose activity change, negative = inhibition, hits mostly inhibitors; IDH1-R132H enzyme, NADPH consumption, diaphorase/resazurin fluorescence; 0.093% of 390,000 active; further: on the % scale 0 is the no-effect control and ±100 the full control effect; nearly all actives have a fitted effect of over 65% in size
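IDH1-R132H (0.5 ug/mL dispensed) in pH 7.5 Tris buffer was preincubated 30 min with compound, then given a substrate mix of 0.016 mM NADPH and 2 mM alpha-KG for 80 min at room temperature; remaining NADPH was read by diaphorase/resazurin fluorescence.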
An asterisk follows results filed as active; ? = inconclusive; . = not tested or not shown; [ ] = another dose, or the depositor's remark. The call rests on the fitted dose curve; in most records, active means well fitted curve in the direction sought with a large enough effect; inconclusive means small, poorly fitted or top-dose-only effect, or another doubt; inactive means no such curve, though single readings can be large; an effect the other way counts as inactive or inconclusive. Potency means the concentration at half of the fitted maximal effect. Not all compounds are listed (hit frequency here may not be typical).

SMILES	USP1-UAF1 inh	TrxR1 inh	RXFP1 ag	ALOX12 inh	RGS4 inh	Vif-A3F inh	Vif-APOBEC3G blk	TrxR1 substrate	mIDH1 inhibitor
CCC(CO)Oc1cc(NC(=O)c2ccc(F)cc2)c2ncn(C(C)C)c2c1 (stereo not given)	-36%	4%	-0.4%	-10%	?	4%	-3%	2%	0%
COc1ccc(NS(=O)(=O)c2ccc(N3CCOCC3)c(NC(=O)C(C)C)c2)cc1	3%	-3%[57.1 µM]	4.7%	-18%	-13%	-5%	3%	-4%	8%
O=C1OCCC1Sc1nc2ccccc2s1 (stereo not given)	-1%	1%[57.1 µM]	0.7%	0%	-22%	1%	2%	-6%	3%
O=C(O)Cc1c(-c2ccccc2)c2cc(Cl)ccc2[nH]c1=O	-31%	-29%	1.1%	10%	2%	0%	5%	-4%	-15%
COc1ccccc1N1CCN(C(=O)CCC(=O)N2CCN(c3ccccc3OC)CC2)CC1	-7%	23%	-0.1%	15%	23%	3%	0%	5%	6%
Cc1nc(NC(=O)COC(=O)CNC(=O)c2ccco2)c(Cl)cc1Cl	-8%	-17%	.	5%	5%	0%	-1%	-8%	2%
CC(Oc1ccccc1F)C(=O)Nc1ccc2ccccc2c1 (stereo not given)	-21%	20%[57.1 µM]	2.6%	-12%	7%[11.4 µM]	0%	1%	-9%	1%
NC1=NCC2c3ccccc3Cc3ccccc3N12 (stereo not given)	.	?	.	-3%[22.9 µM]	?	.	.	-10%[57.1 µM]	.
C#CCSc1nncn1C(=O)/C=C/c1ccccc1	-7%	22µM*	-0.8%	.	-19%	-6%	-6%	6%	3%
CC(C)(C)c1ccc(C(=O)CCC(=O)NCc2ccccc2)cc1	-22%	11%	-2.8%	220%[activator]	?	-16%	?	3%	0%
CCC(C)NC(=O)C1c2ccccc2C(=O)N1Cc1ccc(OC)cc1OC (stereo not given)	-11%	26%	1.0%	-11%	3%	-3%	1%	9%	5%
Cc1ncsc1CCC(=O)N1CCCC(C(=O)c2ccc3c(c2)OCO3)C1 (stereo not given)	-12%	4%	0.8%	-6%	25%	0%	0%	-3%	-4%
CCCCC1=NN(C(=O)c2cocc2C)C(O)(C(F)(F)F)C1 (stereo not given)	-16%	3%	0.2%	-6%	13%	-5%	1%	5%	5%
O=C(c1ccc(Cn2cc(Cl)cn2)cc1)N1CCN(c2ccccc2)CC1	-10%	14%	1.0%	?	-17%	0%	?	-1%	-1%
CCc1nnc(NC(=O)CN2C(=O)c3ccccc3S2(=O)=O)s1	?	3%	0.6%	22%	4%	2%	-5%	7%	0%
COc1ccc(NC(=S)N2CCCC2c2ccc(OC)c(OC)c2)cc1 (stereo not given)	-14%	7%	-0.4%	-13%	-6%	18%	0%	11%	2%
Cc1cc(C)c2nc(C)cc(Nc3ccc(C(=O)NCCO)cc3)c2c1	-21%	3%	-0.7%	?	6%	-1%	5%	-6%	-5%
O=C1CCCC(=O)N1c1ccc(NCCOCCO)c([N+](=O)[O-])c1	-19%	46%[0.0914 µM]	-0.7%	3%	-24%	-6%	-3%	46%[0.0914 µM]	0%
Cc1nc(NC(=O)CSc2nncs2)c(Cl)cc1Cl	-14%	8%	4.1%	0%	-4%[11.4 µM]	-4%	1%	4%	5%
CCC(=O)Nc1cc(OC)cc(OC)c1	-18%	25%	-0.8%	-2%	-5%	-9%	-4%	5%	7%
CCC[C@H]1CN(c2ccccc2)C(=O)[C@@H]1CC(=O)Nc1ccc(Br)cc1	-25%	.	.	-114%	.	-1%	-5%	.	0%
O=C(Oc1cccc(F)c1)c1ccc2c(=O)n3c(nc2c1)CCC3	-8%	-24%	1.9%	-20%	-8%	3%	1%	-15%	4%
CCOc1ccc(C(C)=O)cc1COc1ccc(-n2cnnn2)cc1	-4%	11%[57.1 µM]	2.4%	1%	2%	0%	0%	-4%	1%
CCOc1cc(CNCCCN2CCOCC2)ccc1OCC(=O)Nc1cccc2ccccc12	-8%	8%	1.7%	-19%	1%	-5%	1%	7%	4%
Cc1cc(C(=O)N2C(C)CCCC2C)no1 (stereo not given)	-17%	10%	2.0%	17%	-17%	6%	0%	-4%	0%

Gathered by group, the compounds so far with a Cl atom
SMILES	USP1-UAF1 inh	TrxR1 inh	RXFP1 ag	ALOX12 inh	RGS4 inh	Vif-A3F inh	Vif-APOBEC3G blk	TrxR1 substrate	mIDH1 inhibitor
O=C(O)Cc1c(-c2ccccc2)c2cc(Cl)ccc2[nH]c1=O	-31%	-29%	1.1%	10%	2%	0%	5%	-4%	-15%
Cc1nc(NC(=O)COC(=O)CNC(=O)c2ccco2)c(Cl)cc1Cl	-8%	-17%	.	5%	5%	0%	-1%	-8%	2%
O=C(c1ccc(Cn2cc(Cl)cn2)cc1)N1CCN(c2ccccc2)CC1	-10%	14%	1.0%	?	-17%	0%	?	-1%	-1%
Cc1nc(NC(=O)CSc2nncs2)c(Cl)cc1Cl	-14%	8%	4.1%	0%	-4%[11.4 µM]	-4%	1%	4%	5%

More results follow:
SMILES	USP1-UAF1 inh	TrxR1 inh	RXFP1 ag	ALOX12 inh	RGS4 inh	Vif-A3F inh	Vif-APOBEC3G blk	TrxR1 substrate	mIDH1 inhibitor
CCc1nn(C(C)C(=O)N2CCN(c3ccc(OC)cc3)CC2)c(=O)c2cc3occc3n12 (stereo not given)	-7%	26%	1.9%	0%	7%	5%	-25%	0%	-3%
CCCCn1nc(NS(=O)(=O)c2cccc3nonc23)c2cc3cccc(C)c3nc21	-21%	22%	-0.5%	2%	-4%	-15%	-2%	8%	-2%
Cc1ccccc1NC(=O)Cc1nc(CSc2nnc(C3CCCCC3)n2N)cs1	-5%	8%	1.4%	3%	-25%	-8%	0%	-1%	8%
CCc1cccc(C)c1NC(=O)CSc1nnc(-c2cc3cc(Br)ccc3o2)n1CC	-8%	15%	3.9%	0%	28%	2%	1%	1%	6%
Cc1ccc(OCC(=O)O/N=C(\N)c2ccccn2)cc1C	-19%	1%[57.1 µM]	1.8%	?	-8%	-4%	0%	7%	5%
COc1ccc(/C=C(\NC(=O)c2ccccc2)C(=O)NCCC(=O)O)cc1	-4%	15%[57.1 µM]	-0.8%	-1%	-10%	-4%	-1%	-10%	6%
O=C(NCc1ccccc1Cl)C1CCN(S(=O)(=O)N2CCOCC2)CC1	-22%	23%	-0.3%	2%	-3%[56.9 µM]	-6%	0%	2%	0%
COc1ccc(CCNCC2C(Oc3ccc(Cl)cc3)C(=O)N2c2ccccc2C)cc1OC (stereo not given)	?	23%	1.9%	-6%	16%	6%	2%	5%	5%
CN1CCN(CCCNC(=O)Cn2nc(-c3ccccc3)ccc2=O)CC1	7%	28%	-0.6%	0%	23%	2%	0%	10%	-2%
CC(=O)c1c(OC(=O)c2ccccc2)c2ccccc2n1C	-9%	5%	1.2%	5%	-24%	2%	-7%	1%	-2%
CCOc1ccc(S(=O)(=O)NCC(c2ccc3c(c2)OCO3)N2CCN(C)CC2)cc1 (stereo not given)	-6%	-4%[57.1 µM]	1.9%	?	16%	4%	-4%	-3%[57.1 µM]	-2%
CCOC(=O)Nc1sc(=S)n(C)c1C	4%	10%	-1.9%	?	-13%	0%	3%	3%	1%
COC(c1ccccc1)c1nnc(CCC(=O)NCCCc2ccccc2)o1 (stereo not given)	-4%	15%[57.1 µM]	0.5%	1%	9%	2%	1%	4%	3%
O=C(CCl)NNC(=O)c1c(O)c2ccccc2[nH]c1=O	-17%	-9%	3.4%	8%	-1%	-12%	?	2%	-1%
COc1ccc(NC(=O)C(NC(=O)Cc2cccs2)c2ccc(C)cc2)cc1 (stereo not given)	-8%	-13%	0.1%	?	2%	7%	3%	-15%	3%
O=C(CCn1nnc(-c2cccs2)n1)N1CCc2ccccc2C1	-6%	-5%	2.3%	4%[57.4 µM]	-1%	12%	0%	-6%	1%

Given as comma-separated lines: part of the list above
Structure,USP1-UAF1 inh,TrxR1 inh,RXFP1 ag,ALOX12 inh,RGS4 inh,Vif-A3F inh,Vif-APOBEC3G blk,TrxR1 substrate,mIDH1 inhibitor
CCOC(=O)Nc1sc(=S)n(C)c1C,4%,10%,-1.9%,?,-13%,0%,3%,3%,1%
CCCCn1nc(NS(=O)(=O)c2cccc3nonc23)c2cc3cccc(C)c3nc21,-21%,22%,-0.5%,2%,-4%,-15%,-2%,8%,-2%
